KB-3-1 tox: KB-3-1 parental cell cytotoxicity; KB-3-1 viability, CellTiter-Glo ATP luminescence, 72 h; Potency, µM (doses to about 46.1 µM), inactives show top-dose activity change, negative = cytotoxic, most hits filed as cytotoxic; hit rate 1.4% among 400,000; note: potency is the fitted concentration of half-maximal effect; % is set by controls: 0 for no effect and ±100 for the full control effect; nearly all actives have a fitted effect of over 60% in size
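Viability of parental KB-3-1 cells, measured by CellTiter-Glo luminescence, followed a 72 h incubation at 37 °C with pinned compounds in phenol-red-free DMEM containing 10% FBS.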
ATXN2 expr inh: ATXN2 expression inhibition; hit rate 0.72% among 360,000; HEK-293 ATXN2-luciferase reporter, luminescence, 24 h; Potency, µM (series often up to 57 µM), for inactives: at the highest dose activity change, negative = inhibition, usual class: inhibitors; note: potency is the fitted concentration of half-maximal effect; % is set by controls: 0 for no effect and ±100 for the full control effect; nearly all actives have a fitted effect of over 55% in size
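ATXN2-luciferase reporter cells (luciferase flanked by upstream and downstream ATXN2 gene portions) were treated 24 h at 37 °C with compounds at up to 57 uM. SteadyGlo luminescence gave expression; GF-AFC fluorescence gave viability.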
ATXN viability: reduces viability in counter-screen for ATXN expression inhibitors; S2 cells (HEK-293 line with an ATXN2-luciferase reporter) viability, CellTiter-Fluor protease fluorescence, 24 h; Potency, µM (highest dose often 56.7 µM), actives largely listed as cytotoxic; hit rate 0.49% among 400,000; note: potency is the fitted concentration of half-maximal effect; nearly all actives have a fitted effect of over 40% in size
KB-V1 cytotox: kills drug-selected multidrug resistant KB-V1 cells | KB-V1 MDR cells viability, CellTiter-Glo, 72 h | Potency, µM (highest dose often 46.1 µM), inactives show top-dose activity change, negative = cytotoxicity, usual class: cytotoxic | hit rate 3.4% among 400,000 | AID 1347076; note: potency is the fitted concentration of half-maximal effect; % is set by controls: 0 for no effect and ±100 for the full control effect; nearly all actives have a fitted effect of over 60% in size
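Readout: CellTiter-Glo luminescence, 10 min after addition. Cells: KB-V1 MDR subline, 72 h at 37 degrees C with compound. Analysis: corrected, normalized data fitted to concentration-effect curves.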
HT1080 IDH1KD tx: toxicity to HT-1080 IDH1 knockdown cells (counter line); HT-1080 IDH1 knockdown viability, ATP luminescence, 48 h; Potency, µM (titrated, usually from 46.1 µM), inactives show at the highest dose activity, negative = toxicity, hits mostly cytotoxic; hit rate 2% among 360,000;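 note: potency is the fitted concentration of half-maximal effect; 0% = DMSO wells and -100% = cell-free medium wells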
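Using the IDH1-knockdown HT-1080 line run in the same batch and compound series as the NT line, viability after 48 h at 37 °C was determined by CellTiter-Glo luminescence and expressed as % activity.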
MCF10A rerep: inducers of DNA re-replication in MCF 10A breast cells; MCF 10A DNA re-replication, Hoechst nuclear intensity, 48 h; Potency, µM (top dose mostly 46.1 µM), without a hit: at the top dose activity, positive = re-replication, usual class: activators; hit rate 2.9% among 350,000; note: potency is the fitted concentration of half-maximal effect; % of control where 0% means no effect; nearly all actives have a fitted effect of over 50% in size
IL-1B inflam inh: inhibitors of inflammasome signaling (IL-1 beta secretion) | THP-1 LPS/ATP IL-1B secretion, AlphaLISA, 16 h; stronger effect = lower value | activity change, % at 57.5 µM | hit rate 4.7% among 360,000; in the data active = activity change below about -50%; inconclusive = mostly about -30% to -49%; note: % is set by controls: 0 for no effect and ±100 for the full control effect
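THP-1 cells pretreated 1 hr with compounds (up to 57.5 uM final), then stimulated with LPS (250 ng/mL final) plus ATP (1.25 mM final); secreted IL-1B measured by AlphaLISA after 16 hr, decreased signal indicating inhibition.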
HT1080-NT tox: kills 2HG-producing HT-1080-NT fibrosarcoma cells. HT-1080-NT fibrosarcoma viability, CellTiter-Glo ATP luminescence, 48 h. Potency, µM (top dose mostly 46.1 µM), inactives show top-dose activity, negative = less viability, most hits filed as cytotoxic. hit rate 1.6% among 360,000;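 note: NT is the 2HG producing partner of a matched IDH1 knockdown line; potency is the fitted concentration of half-maximal effect; 0% = DMSO-treated cells and -100% = media-only wells without cells; nearly all actives have a fitted effect of over 55% in size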
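Luminescent CellTiter-Glo readout after 48 hours of compound exposure at 37 degrees C defined viability of HT-1080-NT cells. Activity was normalized to DMSO wells and cell-free media wells; concentration-response curves were fitted and assigned curve classes.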
SW480 rereplic: inducers of DNA re-replication in SW480 colon cancer cells. SW480 DNA re-replication, Hoechst DNA content imaging, 48 h. Potency, µM (series often up to 46.1 µM), without a hit: at the top dose re-replication activation, usual class: activators. hit rate 1.8% among 340,000. AID 624297; note: potency is the fitted concentration of half-maximal effect; % of control where 0% means no effect; nearly all actives have a fitted effect of over 55% in size
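Compounds, transferred as 23 nL by pin tool, were incubated with cells for 48 hr; DNA content per nucleus was then quantified by Hoechst staining and fluorescence plate imaging.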
* = called active by the depositor; i = inactive; ? = inconclusive; . = not tested or not shown; [ ] = remark or other dose. Unless noted, calls come from the whole dose curve; as a rule, active = well fitted curve in the direction sought with a large enough effect; inconclusive = small, poorly fitted or top-dose-only effect, or another doubt; inactive = no such curve, though single readings can be large; an effect the other way counts as inactive or inconclusive.

SMILES	HT1080 IDH1KD tx	KB-V1 cytotox	IL-1B inflam inh	ATXN2 expr inh	HT1080-NT tox	MCF10A rerep	KB-3-1 tox	ATXN viability	SW480 rereplic
CCC(Sc1ncccc1C(=O)Oc1cccc([N+](=O)[O-])c1)C(=O)Nc1ccccc1OC (stereo not given)	0%	12%	20	-7%	-4%	?	-3%	i	-2%
O=C(NCCCN1CCOCC1)c1[nH]c(C(F)(F)F)nc1-c1ccccc1	26%	-3%	31	-2%	25%	.	0%	i	.
O=c1[nH]c(-[n+]2ccccc2)c(/C=N/N=C(\[O-])c2ccccc2)s1	14%	15%	0	21%	21%	-2%	8%	i	3%
COc1ccc(OC)c(NS(=O)(=O)c2ccc(Cl)nc2)c1	-4%	-9%	0	4%	-1%	-2%	-4%	i	-8%
O=C(Nc1ncccn1)c1ccc(Cl)c([N+](=O)[O-])c1	-19%	-12%	53	-9%	-4%	113%	?	i	?
CC1=C(C(=O)N2CCOCC2)CC(CC(=O)NC2CC2)C(=O)N1Cc1ccc(C(C)(C)C)cc1 (stereo not given)	2%	-5%	11	4%	-6%	.	-2%	i	.
Cc1ccc(C)c(OCCC(=O)OCC(=O)Nc2cccc(S(=O)(=O)N3CCCC3)c2)c1	-7%	-22%	-4	7%	-9%	1%	-2%	i	15%
Cc1ccc(NC(=O)c2cnccn2)cc1C	-12%	-1%	-1	.	-3%	1%	-1%	?	12%
COCCn1c(C)cc(C(=O)COC(=O)c2ccccc2Br)c1C	-6%	15%	12	.	-3%	2%	2%	i	6%
Cc1ccc(C)c(C(=O)CCC(=O)O)c1	1%	-4%	23	.	0%	15%	-12%	?	0%
COc1ccc(CN(C(=O)c2cnccn2)C(C(=O)NC(C)(C)C)c2cc(OC)c(OC)c(OC)c2)cc1 (stereo not given)	7%	6%	4	-9%	13%	-4%	2%	i	-5%
CN(CC(=O)Nc1ccccc1Cl)C(=O)c1cccc(S(=O)(=O)N2CCN(c3ccc(F)cc3)CC2)c1	-5%	-14%	?	?	0%	-5%	?	i	19%
CCC(CO)N=CC1=C(O)CC(C)(C)CC1=O (stereo not given)	12%	?	-2	-5%	17%	1%	12%	i	-1%
Clc1ccc(Nc2nc(N3CCOCC3)nc(N3CCOCC3)n2)cc1Cl	-27%	-15%	-28	4%	1%	-9%	-4%	i	?
CCS(=O)(=O)N1CCCC(C(=O)NCc2cccnc2)C1 (stereo not given)	11%	23%	24	1%	23%	-3%	20%	i	-1%
Cc1n(-c2ccccc2)c2ccc(Cl)cc2[n+]1CCO	2%	?	-10	0%	-1%	?	-23%	i	-9%
COC(=O)C(C)N1C(=O)S/C(=C\c2ccc(-c3ccc(C(=O)O)cc3C)o2)C1=O (stereo not given)	0%	28%	-1	.	2%	3%	11%	i	-10%
N#Cc1c(C(F)(F)F)cc(-c2cccc(Cl)c2)[nH]c1=O	?	-1%	11	-1%	?	16µM*	0%	i	?
O=S1(=O)CC(N2CC=CC2)CN1Cc1cn(Cc2ccccc2)nn1 (stereo not given)	1%	0%	10	10%	26%	.	-6%	i	.
O=C(CN(C(=O)c1csnn1)c1ccc2c(c1)OCCO2)NCc1ccc(F)cc1	-4%	-18%	0	10%	3%	-8%	5%	i	-6%
Cc1ccc(C(=O)NCc2ccc3c(c2)OCO3)cc1N1CCCC1=O	5%	2%	-2	-10%	2%	-5%	23%	.	-2%
CCOC(=O)c1c(C)n(C)c2cc(CN(C)C)c(O)c(S(=O)(=O)c3ccccc3)c12	5%	-1%	-13	4%	-11%	-11%	5%	i	1%
O=C(NC1(C(F)(F)F)NC(=O)N(Cc2cccnc2)C1=O)c1ccccc1Cl (stereo not given)	-16%	5%	10	4%	0%	574%[0.0737 µM]	13%	i	1%
CCSc1nsc(NC(=O)Nc2cccc(F)c2)n1	6.5µM*	?	-95*	?	12µM*	16µM*	?	?	?
c1csc(-c2nc(CN3CCSCC3)cs2)c1	-27%	-13%	-10	-9%	-7%	-1%	?	i	-5%
Cc1ccc(OC(=O)CCC(=O)N2CCc3ccccc32)cc1	1%	-2%	0	-4%	-1%	?	6%	i	1%
Cc1ccc(C(=O)Nc2ccc(N3CCCC3)cc2)c(C)c1	-12%	2%	-15	5%	-10%	-12%	0%	i	-1%
CCOC(=O)C1(Cc2cccc(Cl)c2)CCCN(C(=O)C(C)(C)C)C1 (stereo not given)	-1%	?	-4	36%[activator]	12%	-1%	23%	i	1%
Cc1ccc2nc(C(=O)N3CCCC(Nc4ccc(F)cc4)C3)cn2c1 (stereo not given)	-4%	1%	i	22%	0%	-7%	-5%	i	3%
CC(OC(=O)C1=NNC(=O)CC1)C(=O)Nc1ncc(Cl)cc1Cl (stereo not given)	1%	-4%	22	-11%	-3%	?	9%	i	10%
COc1ccc(CNC(=O)C(OC(=O)c2ccco2)c2ccccc2F)cc1 (stereo not given)	1%	-9%	-1	17%	2%	11%	2%	i	-2%
Cc1ccc(C(=O)NNS(=O)(=O)c2ccccc2[N+](=O)[O-])cc1	3%[9.24 µM]	0%	-9	-1%	11%	-1%	0%	i	-3%
COc1ccccc1-n1c(SCC(=O)NCc2ccc3c(c2)OCO3)nc2cc([N+](=O)[O-])ccc21	-15%	-23%	?	-13%	-23%	16%	-28%	i	5%
Oc1ccc(/C=N/n2c3ccccc3c3ccccc32)cc1	23µM*	-8%	7	?	?	?	-23%	i	14%
COc1ccc(C(=O)NCc2cnn(C)c2C)cc1OC1CCN(C(C)C)CC1	5%	4%	i	1%	2%	?	-6%	i	-8%
Cc1ccc(C)c(OCCC(=O)OCC(=O)NC2CC2)c1	11%	15%	2	6%	18%	13%	15%	i	-97%
CCCCNC(=O)CSc1nc2cc3c(cc2c(=O)n1Cc1ccco1)OCO3	-8%	?	9	-15%	12%	5%	-13%	i	0%
CCCOc1cccc(-c2cc(C(=O)NN)c3ccccc3n2)c1	?	-8%	65	?	-2%	-5%	?	i	-4%
CC1(C(=O)NC2CCCC2)CCC(=O)N1CCC1=CCCCC1 (stereo not given)	-1%	19%	1	13%	2%	-3%	-1%	?	-4%
O=C(Nc1ccccc1Cl)OCC#CCOC(=O)Nc1ccccc1Cl	6%	7%	7	.	12%	.	-1%	?	.
Fc1cccc(F)c1/C=N/N1CCOCC1	19%	3%	3	-14%	3%	-2%	0%	i	-9%
CCOC(=O)/C=C/C(=O)OCc1csc(CC(=O)Nc2ccccc2C)n1	2%	12%	4	21%	3%	?	-12%	i	-6%
CCOc1cc(NC(=O)c2ccccn2)c(OCC)cc1NC(=O)c1ccc(OC)cc1	8%	-15%	16	-38%[11.3 µM]	3%	3.3µM*	-15%	.	11%
O=C(Cc1ccc(NC(=O)C2CCN(C(=O)C3CCC3)CC2)cc1)Nc1cccc(C(=O)N2CCCC2)c1	6%	0%	-3	1%	0%	?	0%	i	-5%
CCCCCCNC(=O)CCNC(=O)c1cc(OC)c(OC)c(OC)c1	-10%	-2%	3	-10%	1%	-10%	12%	i	21%
Cc1ccc([C@H]2N[C@]3(CCCN(Cc4ccco4)C3=O)[C@H]3C(=O)N(Cc4ccccc4)C(=O)[C@@H]23)cc1	12%	7%	11	0%	0%	.	10%	i	.
CC(C)c1nc2n(n1)C1(CCCCC1)[C@@H]1CCCC[C@@H]1N2	.	5%	.	-8%	.	.	-6%	i	.
O=C(Nc1nc2c(F)cccc2s1)c1ccc(S(=O)(=O)N2CCOCC2)cc1	.	6%	.	7%	.	.	18%	i	.

Brought forward from above: 5 entries, followed by the next part.
SMILES	HT1080 IDH1KD tx	KB-V1 cytotox	IL-1B inflam inh	ATXN2 expr inh	HT1080-NT tox	MCF10A rerep	KB-3-1 tox	ATXN viability	SW480 rereplic
O=C(Cc1ccc(NC(=O)C2CCN(C(=O)C3CCC3)CC2)cc1)Nc1cccc(C(=O)N2CCCC2)c1	6%	0%	-3	1%	0%	?	0%	i	-5%
CCCCCCNC(=O)CCNC(=O)c1cc(OC)c(OC)c(OC)c1	-10%	-2%	3	-10%	1%	-10%	12%	i	21%
Cc1ccc([C@H]2N[C@]3(CCCN(Cc4ccco4)C3=O)[C@H]3C(=O)N(Cc4ccccc4)C(=O)[C@@H]23)cc1	12%	7%	11	0%	0%	.	10%	i	.
CC(C)c1nc2n(n1)C1(CCCCC1)[C@@H]1CCCC[C@@H]1N2	.	5%	.	-8%	.	.	-6%	i	.
O=C(Nc1nc2c(F)cccc2s1)c1ccc(S(=O)(=O)N2CCOCC2)cc1	.	6%	.	7%	.	.	18%	i	.
N#CCSc1nc2c(c(=O)n1Cc1ccco1)C1(CCCC1)Cc1ccccc1-2	?	?	0	0%	-25%	13µM*	-19%	i	18%
CC(N=c1ccccn1C(=O)Nc1cccc(C(F)(F)F)c1)c1ccco1 (stereo not given)	13%	1%	-7	-24%	17%	14%	4%	i	11%
C[C@@H]1CN([C@@H](C)CO)C(=O)c2cc(NC(=O)CCC(F)(F)F)ccc2O[C@H]1CN(C)Cc1ccc(Cl)c(Cl)c1	23µM*	0%	?	?	?	?	0%	?	52%
COc1ccc(OC)c(NC(=O)C2(C)CCN2C(=O)Cc2ccccc2)c1 (stereo not given)	13%	2%	-87*	10%	3%	.	0%	i	.
O=C1C(Br)=Cc2cccc3cccc1c23	-1%	0%	-75*	-6%	2%	1%	-1%	.	-3%
